Screening results as filed in PubChem BioAssay.
mcGAS inh: cyclic GMP-AMP synthase inhibitors, mouse, primary biochemical chemiluminescence | 160,000 compounds, 0.15% hits | Q8C6L5 | recombinant cGAS, Kinase-Glo ATP depletion luminescence | inhibition, % at 12.5 µM;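 also: 0% = negative control wells and 100% = reference inhibitor with no enzyme activity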
hcGAS inh: Primary biochemical luminescence assay for human cyclic GMP-AMP synthase inhibitors; Q8N884; recombinant h-cGAS, ATP depletion, Kinase-Glo luminescence; inhibition, % at 12.5 µM; 290,000 compounds, 0.081% hits; AID 1259398, 2018;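 also: 0% = vehicle reaction and 100% = reaction without DNA for no activity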
Target sequence (Q8N884 whole entry, looked up): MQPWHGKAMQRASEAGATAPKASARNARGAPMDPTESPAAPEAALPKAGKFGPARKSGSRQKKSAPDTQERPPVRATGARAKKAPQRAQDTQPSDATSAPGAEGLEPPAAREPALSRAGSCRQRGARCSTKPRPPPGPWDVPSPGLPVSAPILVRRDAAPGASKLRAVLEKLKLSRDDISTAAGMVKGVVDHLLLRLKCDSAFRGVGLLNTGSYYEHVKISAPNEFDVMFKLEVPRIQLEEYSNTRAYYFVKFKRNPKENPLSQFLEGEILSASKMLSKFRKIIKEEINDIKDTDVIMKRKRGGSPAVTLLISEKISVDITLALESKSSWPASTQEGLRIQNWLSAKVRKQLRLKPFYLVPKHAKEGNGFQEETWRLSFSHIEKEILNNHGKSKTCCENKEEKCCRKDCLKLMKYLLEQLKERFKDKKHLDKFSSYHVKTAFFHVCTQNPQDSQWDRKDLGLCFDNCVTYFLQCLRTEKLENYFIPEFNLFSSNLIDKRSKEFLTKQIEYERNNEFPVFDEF
NPYLR7 agonist: agonists of mosquito NPYLR7 receptor, primary screen, cell-based, Aedes aegypti, calcium fluorescence, mosquito biting behavior; Aedes aegypti neuropeptide Y-like receptor 7 (NPYLR7); HEK293T NPYLR7/Galpha15, GCaMP6s calcium fluorescence; activation, % at 10 µM; 270,000 compounds, 0.15% hits; in the data active = activation above about 40%;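 also: 0% = vehicle and 100% = reference agonist at the receptor; some compounds past the cut are filed as inactive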
* marks the source's active call; other numbers are inactive results; / = no result given; & = joins results of further samples. Rule as the data show it, unless noted: active = inhibition above about 40%; inactive = the rest.

SMILES	mcGAS inh	hcGAS inh	NPYLR7 agonist
COC1=CCC2([N+](=O)[O-])CN(C)CC1([N+](=O)[O-])C2 (stereo not drawn)	-6	-3&-6	5&5
CCC(=O)Nc1ccc(OCC(=O)N2CCN3CCNC(=O)C3C2)cc1 (stereo not drawn)	/	-2	-4
Cc1ccc(-c2[nH]ncc2CNC(C)Cc2ncccc2C)cc1C (stereo not drawn)	-3	1	-7
CCC(=O)c1c(O)n(C)c(=O)n(C)c1=O	/	-3	10
CN(C)c1ccc2c(c1)N=C(c1ccco1)OP2(=S)N1CCCCCC1 (stereo not drawn)	/	0	-10
CC1(n2cc(C3=CCN(Cc4ncccn4)CC3)cn2)CCS(=O)(=O)C1 (stereo not drawn)	-5	-6	/
COCC1N(Cc2ccccn2)C2CCC1(O)CC2 (stereo not drawn)	-9	-5	28
c1ccc(C2=NP(N3CCOCC3)(N3CCOCC3)=NC(N3CCOCC3)=N2)cc1	/	2	-6
CC(C)N(CC(=O)Nc1nc(CC(=O)N2CCN(Cc3ccc4c(c3)OCO4)CC2)cs1)C(=O)c1ccccc1	-6	-11	-11
CCC(NC)c1nc2ccccc2c(=O)n1-c1ccc(F)cc1 (stereo not drawn)	/	-7	2
CCCN(CCC)CCc1c[nH]c2ccc(C(N)=O)cc12	1	0	-10
CC1CCCC(O)CCCC=Cc2cc(O)cc(O)c2C(=O)O1 (stereo not drawn)	/	-3	20
COC1C=CC(CNC(=O)C2C3c4ccccc4C(c4ccccc43)C2C(=O)O)(OC)O1 (stereo not drawn)	/	-9	1
CN1CCN2CCN(C(=O)c3ccc4nnnn4c3)CC2C1=O (stereo not drawn)	/	-3	-1
CC(=O)O[C@H]1C[C@H](O[C@H]2[C@@H](O)C[C@H](O[C@H]3[C@@H](O)C[C@H](O[C@H]4CC[C@@]5(C)[C@H](CC[C@]6(C)[C@]5(C)C[C@@H](O)[C@]5(C)[C@@H](C7=CC(=O)OC7)CC[C@@]56O)C4)O[C@@H]3C)O[C@@H]2C)O[C@H](C)[C@H]1O[C@@H]1O[C@H](CO)[C@@H](O)[C@H](O)[C@H]1O	40	-6	0
C=CCn1c(O)c(C=Nc2ccc(F)cc2)c(=O)[nH]c1=O	-2	2	12
CC(C)(C)c1csc(CNC(=O)NCc2ccc(Cl)nc2)n1	/	-4	7
Cc1nc(N)nc(C)c1CC(=O)N1CC[C@@H]2CC[C@H](C1)N2C	-10	-4	9
CS(=O)(=O)c1ccc(S(=O)(=O)N2CCN(CCOC(c3ccc(F)cc3)c3ccc(F)cc3)CC2)cc1	-8	-5	24
Cc1ncc2n1-c1ccc(Cl)cc1C(c1ccccc1F)=NC2	/	-2	-12
Cc1ccc2oc(C3NCCc4[nH]cnc43)c(C)c2c1 (stereo not drawn)	/	1	-1
O=C(c1nn(Cc2ccc(OC(F)F)cc2)c2ccccc12)N1CCN(C(=O)C2CCCO2)CC1 (stereo not drawn)	-4	-4	2
O=C(Nc1ccncc1)c1cccn(Cc2ccccc2F)c1=O	/	-13	16
C[C@]12CC[C@H](O)C[C@H]1CC[C@@H]1[C@@H]2CC[C@]2(C)[C@@H](C3=CC(=O)OC3)CC[C@]12O	/	-8	-4
O=C(COc1ccc(F)cc1)N1CCN(Cc2cccc(-c3noc(-c4ccccc4)n3)c2)CC1	-7	-4	-5
COc1ccc(CC(C)N(C)C(=O)Nc2ccccc2F)cc1 (stereo not drawn)	/	2	-8
CC(=O)NS(=O)(=O)c1ccc(NC(=O)c2cccn(Cc3cccc(C)c3)c2=O)cc1	/	-5	10
CC(C)CCN1CCN(Cc2ccccc2Cl)CC1CCO (stereo not drawn)	/	-4	0
O=C(COc1ccccc1)N1CCN(Cc2nnnn2-c2ccccc2)CC1	-5	1	-7
Cc1nn(C)c(Cl)c1CN1CCC2(CCCNC2)C1 (stereo not drawn)	/	3	5
COC(=O)C1(O)CC2CCC(C1)N2C (stereo not drawn)	/	-8	-3
Cc1ccn2c(CNC(C)Cc3cccnc3)c(C(=O)N3CCCCCC3)nc2c1 (stereo not drawn)	0	1	-3
CCOC(=O)[C@@H]1[C@H]2CN(C(=O)COC)CCN2C[C@H]1c1ccccc1	-2	-9	7
CCc1c(C(=O)Nc2ccc(F)c(Cl)c2)cnn1C(C)(C)C	/	-2	1
CCCC12CN3CN(CC(C)(C3)C1O)C2 (stereo not drawn)	-4	-3	/
CNc1ncccc1C(=O)N1CCN(C)C2(CCN(C)CC2)C1	1	2	7

Complete entries as entered above. Order of screens: mcGAS inh	hcGAS inh	NPYLR7 agonist
CC(=O)NS(=O)(=O)c1ccc(NC(=O)c2cccn(Cc3cccc(C)c3)c2=O)cc1 is entered as /	-5	10
CCOC(=O)[C@@H]1[C@H]2CN(C(=O)COC)CCN2C[C@H]1c1ccccc1 is entered as -2	-9	7
CCc1c(C(=O)Nc2ccc(F)c(Cl)c2)cnn1C(C)(C)C is entered as /	-2	1
Cc1nn(C)c(Cl)c1CN1CCC2(CCCNC2)C1 (stereo not drawn) is entered as /	3	5

The list continues:
SMILES	mcGAS inh	hcGAS inh	NPYLR7 agonist
Cc1[nH]cnc1CCN	/	-5	-12
CCC1NCCC1c1ccc(C)cc1 (stereo not drawn)	/	-10	18
c1ccc(C(OCCN2CCN(Cc3cccnc3)CC2)c2ccccc2)cc1	-8	-4	25
Cc1ccc(-n2nc(-c3ccccc3)c3c2N(CC(=O)N2CCCC2)C(=O)CSC3c2sccc2C)c(C)c1 (stereo not drawn)	-7	-8	14
CC1CN(C(=O)Cc2ccn(C(C)C)n2)CC1N1CCOCC1 (stereo not drawn)	/	-7	3
CC(C)Cc1nc(-c2ccc(CN3CCN(C(=O)Cc4ccc5c(c4)OCO5)CC3)cc2)no1	-8	-6	7
COc1ccc([C@@H]2CN(C(=O)C3CCC(O)CC3)[C@@H]3C4CCN(CC4)[C@@H]32)cc1 (stereo partly drawn)	-2	1	6
COCc1nc(-c2ccc(CN3CCN(C(=O)Cc4nc(-c5cccc(F)c5)oc4C)CC3)cc2)no1	-5	-4	3
O=C(Cc1c(-c2ccccc2)[nH]c2ccccc12)N1CCN(CCO)CC1	/	-8	13
COc1cccc(CC(=O)N2CCN(Cc3cccc(-c4noc(-c5cccc(Cl)c5)n4)c3)CC2)c1	2	3	6
CN(CC(=O)N1CCN2CCNC(=O)C2C1)Cc1ccncc1 (stereo not drawn)	/	-5	14
CCCCC[C@H]1C(=O)O[C@H](C)[C@H](NC(=O)c2cccc(NC=O)c2O)C(=O)O[C@@H](C)[C@@H]1OC(=O)CC(C)C	-4	-5	-2
Brc1ccc(C2CC(c3cccnc3)Nc3ncnn32)cc1 (stereo not drawn)	/	-7	7
S=C=NCc1ccccc1	/	-3	-4
O=[N+]([O-])NC1=NCN(Cc2ccco2)CN1c1ccccc1	-8	-6	17
CN1CCC2(CC1)CN(C(=O)c1cc(=O)[nH]c(=O)[nH]1)CCCN2C	-11	-7	0
COc1ccc(C=NNP(=S)(c2ccccc2)c2ccccc2)cc1OC	/	-7	0
COc1ccc(C(=O)C2CCCN(CCCn3cccn3)C2)c(OC)c1 (stereo not drawn)	-7	-6	8
Cc1ncc2c(c1CNC(=O)c1cn[nH]n1)CCNC2	/	-5	2
O=C(CCn1ccccc1=O)N1C[C@@H](c2ccccc2)[C@@H]2[C@H]1C1CCN2CC1	-12	-9	5
COc1ccc(C)cc1NC(=O)c1cccn(Cc2ccccc2)c1=O	/	-8	17
CCOC(=O)C(O)(c1ccc(N(CC)C(=O)OC)cc1)C(F)(F)F (stereo not drawn)	/	-4	14
CC(=O)OCC1=C(C(=O)O)N2C(=O)[C@@H](NC(=O)CCC[C@@H](N)C(=O)O)[C@H]2SC1	-2	-3	7
Nc1ccc(-n2c(=O)[nH]c3ccccc3c2=O)cc1	/	0	-3

Only hcGAS inh and NPYLR7 agonist (six entries from above):
canonical_smiles	hcGAS inh	NPYLR7 agonist
O=[N+]([O-])NC1=NCN(Cc2ccco2)CN1c1ccccc1	-6	17
CN1CCC2(CC1)CN(C(=O)c1cc(=O)[nH]c(=O)[nH]1)CCCN2C	-7	0
COc1ccc(C=NNP(=S)(c2ccccc2)c2ccccc2)cc1OC	-7	0
COc1ccc(C(=O)C2CCCN(CCCn3cccn3)C2)c(OC)c1 (stereo not drawn)	-6	8
Cc1ncc2c(c1CNC(=O)c1cn[nH]n1)CCNC2	-5	2
O=C(CCn1ccccc1=O)N1C[C@@H](c2ccccc2)[C@@H]2[C@H]1C1CCN2CC1	-9	5

New compounds follow.
SMILES	mcGAS inh	hcGAS inh	NPYLR7 agonist
C=CCNc1ccccc1C(=O)N1C[C@@H]2C[C@@H](C1)c1cccc(=O)n1C2	0	-3	-6
CCN(CC)S(=O)(=O)c1ccc(Cn2nc(C(=O)Nc3cc(C)on3)c3ccccc32)cc1	-1	0	-2
CCN1CCN(C(=O)Cc2n[nH]c(=O)[nH]2)CC1(C)C	-6	-7	/
C[C@H]1OC[C@@H](C[N+](C)(C)C)O1	-2	2	-5
CC1(C)C2C[C@@H](O)[C@]3(C)C(CC[C@@]4(C)[C@H](c5ccoc5)OC(=O)[C@H]5O[C@]543)[C@@]2(C)[C@@H](O)C[C@H]1O (stereo partly drawn)	-4	-3	/
CN(C)C(=O)Oc1c(Br)cc(Br)c2cccnc12	-4	0	5
Cn1nc(-c2ccc(F)cc2)cc1[C@H]1CN2CC[C@H]1C[C@@H]2CNC(=O)CC(C)(C)CC(=O)O	-8	-7	-10
O=C(NC[C@H]1C[C@H]2C=C[C@H]1C21CC1)c1cn(Cc2ccccc2F)nn1	/	-5	4
Cc1ccccc1C1c2c(c3ccccc3oc2=O)OC(=N)C1C#N (stereo not drawn)	-4	-5	2
Cc1ccsc1C(=O)C1CCCN(Cc2cccc(F)c2)C1 (stereo not drawn)	-4	-2	1
Cc1ccc2c(c1)P(=S)(N(C(C)C)C(C)C)C(N(C)C)=N2 (stereo not drawn)	/	1	-1
CNC(C)CC1CCCCC1 (stereo not drawn)	/	-1	-15
Oc1cc(Cl)cc(Cl)c1	/	-7	16
Cc1c[nH]c(CN2C[C@H]3CC=CC[C@H]3C2)c(C)c1=O	-18	-2	28
Cc1cc(Cl)ccc1C(=O)C1CCCN(Cc2ccccc2O)C1 (stereo not drawn)	/	-3	0
COCC1CN(C(=O)N(C)C)CC12CCNCC2 (stereo not drawn)	-6	-13	/
CCCCOc1ccc(S(=O)(=O)N2CCN(CCOC(c3ccccc3)c3ccc(F)c(F)c3)CC2)cc1 (stereo not drawn)	0	0	6
N#Cc1ccc(Cl)cc1NC(=O)c1cccn(Cc2ccccc2F)c1=O	/	0	3
Fc1ccc(C2CC(c3cccnc3)=Nc3nnnn32)cc1 (stereo not drawn)	/	3	6
CCOC(=O)N1CCC(NC(C)Cc2cc(C)[nH]n2)CC1 (stereo not drawn)	/	-7	5
CCc1csc(CNC(C)Cn2cncn2)n1 (stereo not drawn)	/	-7	0
COC(=O)C1C2c3ccccc3OC1(C)N=c1s/c(=C\c3ccccc3OC)c(=O)n12 (stereo not drawn)	-6	-9	8
COc1cccc([C@@H]2CN(C(=O)c3nonc3C)[C@@H]3C4CCN(CC4)[C@@H]32)c1	/	-1	-1
Cn1cc(C(=O)OC(C(N)=O)c2ccc(F)cc2)c2ccccc21 (stereo not drawn)	-6	-7	2
CCCCCCCCC(=O)NCc1ccc(O)c(OC)c1	/	-2	-5
NCCc1c[nH]c2ccc(F)cc12	/	-4	1
COc1cccc([C@@H]2CN(CCCn3ccnc3)[C@@H]3C4CCN(CC4)[C@@H]32)c1	/	-8	4
O=S(=O)(c1cccc(Br)c1)N1CCN(CCOC(c2ccccc2)c2cccc(C(F)(F)F)c2)CC1 (stereo not drawn)	-6	-5	1
O=C(Nc1cccnc1)c1cccn(Cc2c(F)cccc2Cl)c1=O	/	-17	13
C=C[C@H]1CN2CC[C@H]1C[C@@H]2[C@@H](OC(=O)OCC)c1ccnc2ccc(OC)cc12	/	-4	0
CC(C)(C)P(=S)(NC12CC3CC(CC(C3)C1)C2)C(C)(C)C	-7	-3	4
CN1CCN(C)C2(CCN(c3ccc4cccc(Cl)c4n3)CC2)C1	-14	-4	5
CC(C)(C)c1nn(C(C)(C)C)c2c1C(c1ccc3c(c1)OCO3)SCC(=O)N2CC(=O)NCc1ccco1 (stereo not drawn)	-6	-9	/
CC(=O)C1=C(C)OC(=N)C(C#N)C12C(=O)Nc1ccccc12 (stereo not drawn)	-7	0	7
COc1ccc(CC(=O)N2CCN(CC(OCc3ccc(C)cc3)c3cccc(OC)c3)CC2)cc1 (stereo not drawn)	-6	-4	/
N=C1c2ccccc2CN1Cc1ccccc1	/	0	-1
COC(=O)c1ccccc1NC(=O)c1cccn(Cc2ccccc2)c1=O	/	-10	15
CNCC(O)c1ccc(O)cc1 (stereo not drawn)	-3	-2&-10&5	0&10&4
CC1CN(CC2CCCN2C(=O)Cc2c[nH]c3ccccc23)CC(C)O1 (stereo not drawn)	/	-7	7
Cc1ccsc1C(=O)C1CCCN(Cc2cccn2-c2nccs2)C1 (stereo not drawn)	-11	-10	12
Cc1ccc(C(C)C)c(OC(=O)N(C)C)c1CN(C)C	/	-2	-3
CN(N=O)c1ccc(O)c(O)c1	5	25	3
Cc1noc(C)c1CN(C)C(=O)C(=O)Nc1ccc(C#N)c(Cl)c1	/	-12	1
O=C1C(C(c2ccccc2)N2CC3CC(C2)c2cccc(=O)n2C3)Sc2ncnn21 (stereo not drawn)	-2	5	9
O=C1CNC(c2ccccc2Cl)c2cc(Br)ccc2N1 (stereo not drawn)	-2	-2	-3

Among those listed so far, these contain a CF3 group.
SMILES	mcGAS inh	hcGAS inh	NPYLR7 agonist
CCOC(=O)C(O)(c1ccc(N(CC)C(=O)OC)cc1)C(F)(F)F (stereo not drawn)	/	-4	14
O=S(=O)(c1cccc(Br)c1)N1CCN(CCOC(c2ccccc2)c2cccc(C(F)(F)F)c2)CC1 (stereo not drawn)	-6	-5	1

The list is partial, so the mix of outcomes need not match the whole.
